MC4R antag cAMP = blocks human MC4R cAMP signaling; P32245; MC4R-expressing cells, MTII-stimulated cAMP, LANCE TR-FRET; inhibition, % at 6.5 µM; 360,000 compounds, 0.48% hits;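 active = inhibition above its plate's cutoff, the mean of tested wells on that plate plus 3 SD, cut at about 29% in these data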;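 note: 0% = Melanotan II alone and 100% = Melanotan II plus saturating MCL0020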
Target sequence (P32245 whole entry, looked up): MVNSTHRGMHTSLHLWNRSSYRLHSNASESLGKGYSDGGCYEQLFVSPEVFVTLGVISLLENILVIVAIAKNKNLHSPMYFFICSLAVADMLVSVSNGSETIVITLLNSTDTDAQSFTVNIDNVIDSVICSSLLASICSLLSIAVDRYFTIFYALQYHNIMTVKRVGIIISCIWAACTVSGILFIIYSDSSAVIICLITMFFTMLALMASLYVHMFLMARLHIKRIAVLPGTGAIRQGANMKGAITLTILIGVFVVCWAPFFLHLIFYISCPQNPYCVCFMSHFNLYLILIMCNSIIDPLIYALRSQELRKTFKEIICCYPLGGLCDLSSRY
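System – human MC4R-expressing U2OS cells · Also added – Melanotan II · Dosing – one concentration, 6.5 µM nominal · Timing – 30-min compound, 1-h challenge, 1-h detection, room temperature · Measured by – Eu-cAMP/anti-cAMP TR-FRET, emission 671 nm · Replicates – singlicate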
aDG glyco up = increases alpha dystroglycan glycosylation; Pro5-aDG cells, alpha-DG glycosylation AlphaScreen (IIH6); 0% Pro5, 100% B10-LARGE cell signal; activation, % at 10 µM; 360,000 compounds, 0.22% hits;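 active = activation of at least 8% versus controls, or a plate z-score of at least 8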;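 note: Pro5 are CHO cells carrying HIG-tagged alpha-DG that lacks glycosylation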
Vif inh = inhibitors of HIV Vif; HEK293T cells, Vif self-association by quenched fluorescence, imaging, 24 h; inhibition, % at 7.49 µM; 340,000 compounds, 0.35% hits; in the data active = inhibition above about 50%, passing the limit was not always enough; note: some results filed as inactive read as strong as hits
TLR9-MyD88 block = inhibitors of human TLR9-MyD88 binding; CHO BLA complementation TLR9-MyD88, CCF4 FRET ratio; 340,000 compounds, 0.21% hits; AID 504734; Q9NR96+Q99836; inhibition, % at 4.98 µM;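 active = inhibition above the mean over all tested compounds plus 3 SD, cut at about 21% in these data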;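 note: 0% = DMSO only wells and 100% = clavulanate BLA inhibitor control wells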
ABHD5-PLIN5 inh = inhibitors of human ABHD5-perilipin-5 interaction | Split G. princeps luciferase complementation, luminescence, 4 h | inhibition, % at 4 µM | 360,000 compounds, 0.78% hits;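 active = inhibition above the mean inhibition across every tested compound plus 3 SD, cut at about 22% in these data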;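 note: 0% = DMSO only wells and the 100% control is not disclosed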
MC4R barr agon = activates human MC4R beta-arrestin recruitment; AID 540308; U2OS MC4R beta-arrestin complementation, luminescence; percent of melanotan II response, DMSO zero; activation, % at 8.9 µM; P32245; 360,000 compounds, 0.98% hits;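 active = activation above a per-plate cutoff, the mean activation of sample wells on that plate plus 3 SD, cut at about 8% in these data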
Granule exo inh = blocks lytic granule exocytosis; TALL-104 LAMP-1 surface exposure, flow cytometry; cells stimulated with thapsigargin and PMA; inhibition, % at 10 µM; AID 651702; 360,000 compounds, 0.66% hits;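 active = inhibition above about 55%, limit read from the data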
ABCB6 inh MLPCN = blocks the human ABCB6 transporter. Q9NP58. K562-ABCB6 porphyrin accumulation, flow cytometry, 1 h; active compounds read low. fluorescence ratio to DMSO, % at 10 µM. 360,000 compounds, 0.19% hits;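 active = fluorescence ratio to DMSO below 75%, the collection mean minus 3 SD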;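 note: signal is porphyrin accumulated inside mitochondria; 100% equals median channel fluorescence of DMSO control wells; lower ratio means ABCB6 inhibition with less porphyrin fluorescence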
NOD2 RIPK2 PPI = inhibitors of human NOD2-RIPK2 interaction. CHO BLA complementation NOD2-RIPK2, CCF4 ratio. AID 624267. inhibition, % at 4.98 µM. 360,000 compounds, 0.38% hits. O43353; in the data active = inhibition above about 21%;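 note: 0% = vehicle only and 100% = reference blocker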
Target sequence (O43353 whole entry, looked up): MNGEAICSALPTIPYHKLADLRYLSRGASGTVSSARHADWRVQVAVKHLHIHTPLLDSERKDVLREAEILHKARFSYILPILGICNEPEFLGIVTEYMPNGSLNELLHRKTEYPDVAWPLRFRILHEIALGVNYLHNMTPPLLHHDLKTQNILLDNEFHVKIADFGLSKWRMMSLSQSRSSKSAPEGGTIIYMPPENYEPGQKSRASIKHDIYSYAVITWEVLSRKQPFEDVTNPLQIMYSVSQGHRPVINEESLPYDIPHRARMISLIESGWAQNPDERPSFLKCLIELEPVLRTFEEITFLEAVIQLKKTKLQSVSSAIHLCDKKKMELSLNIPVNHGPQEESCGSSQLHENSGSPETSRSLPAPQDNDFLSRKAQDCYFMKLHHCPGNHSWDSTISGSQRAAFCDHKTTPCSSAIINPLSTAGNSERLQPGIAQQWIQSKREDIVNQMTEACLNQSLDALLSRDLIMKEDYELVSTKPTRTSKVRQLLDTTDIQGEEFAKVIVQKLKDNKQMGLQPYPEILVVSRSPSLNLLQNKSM
Glyco luc inh = N-linked glycosylation inhibition. 360,000 compounds, 0.23% hits. reporter increase, % at 12.5 µM. D54 ERlucT glycosylation luciferase reporter, 24 h; percent of 100 nM tunicamycin response;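 active = mean luciferase reporter signal, scaled so untreated is 0 and the glycosylation-blocking control 100, at or above a set limit in every replicate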;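 note: luciferase carries N-glycosylation sites so blocking glycosylation raises the light; 0% = median of neutral control wells and 100% = median of 100 nM tunicamycin wells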
An asterisk follows results filed as active; / = not tested or not shown. Only part of the results is shown. The share of hits here may be higher or lower than overall.

SMILES	MC4R antag cAMP	aDG glyco up	Vif inh	TLR9-MyD88 block	ABHD5-PLIN5 inh	MC4R barr agon	Granule exo inh	ABCB6 inh MLPCN	NOD2 RIPK2 PPI	Glyco luc inh
CC(C)(C)C1CCC(=NNC(=O)c2ccco2)CC1 (configuration not stated)	-1	-0.2	-4	-1	-2	-1.4	0	101	-16	2
CCn1cc(C(=O)N[C@@H](C)C(=O)NCCCn2ccnc2)c(=O)c2cc3c(cc21)OCO3	1	0.5	18	3	-2	-1.6	-10	101	-2	1
CC1CC(=O)Nc2ccccc2N1C(=O)CSc1nnnn1C (configuration not stated)	7	-0.3	-6	-3	-4	0.1	12	97	-4	0
O=[N+]([O-])c1cccc(CNc2ccc3c(c2)CCC3)c1	-5	-0.1	5	-11	-8	-0.9	2	97	-3	0
C/C(=N\NC(=O)c1cc2ccccc2cc1O)c1ccccn1	1	-1.1	5	3	8	-3.8	-3	95	1	-21
O=C(CC(=O)N/N=C\c1ccc(F)cc1)NCCc1ccccc1	17	-0.4	-2	1	-4	0.6	3	96	-13	3
O=C1OC=NC1=Cc1ccccc1	7	0.0	8	2	6	-0.8	-4	94	-12	2
CC1(CO)COC(c2ccccc2)=N1 (configuration not stated)	9	-0.2	1	13	0	-0.2	-1	100	6	1
COc1ccc([C@@H]2C[C@H](c3ccccc3)Oc3cc(C)cc(C)c32)cc1	6	-0.2	5	-8	-11	0.2	5	104	1	-4
CCCc1cc(=O)[nH]c(SCC(=O)NCCC2=CCCCC2)n1	7	1.1	4	0	-3	1.6	-1	98	-7	0
O=C(CCc1ccccc1)Nc1cccc([N+](=O)[O-])c1	6	0.3	11	-4	-4	-2.0	-3	104	8	-1
Nc1[nH]nc2nc(NCc3ccccc3)c3c(c12)CCN(Cc1ccccc1)C3	0	0.0	-1	3	4	-1.3	-1	87	1	15
Cc1cccc(N2CC(=O)N(c3cccc(C)c3)CC2=O)c1	6	0.0	2	-4	0	-0.1	0	94	-10	0
O=C(NCc1ccccc1)c1cc(C2COCCN2S(=O)(=O)c2cccs2)on1 (configuration not stated)	4	-0.3	0	/	9	0.5	-1	96	2	1
C=C1CSc2nc(=O)c3c(C)c(C)sc3n21	15	0.0	-1	-6	2	-1.5	1	104	-6	4
O=C(NCC(=O)N1CCN(S(=O)(=O)c2c(F)cccc2F)CC1)c1ccccc1F	6	-0.2	-10	5	9	4.1	-1	98	-3	0
COc1ccc(-c2[nH]ncc2CN(C)Cc2cccnc2)c(F)c1	13	-0.1	3	1	-3	-3.0	-2	103	-7	-2
Cc1ccc(S(=O)(=O)N(C)C[C@H]2OCCCC[C@@H](C)Oc3ccc(NC(=O)Cc4ccccc4)cc3C(=O)N([C@H](C)CO)C[C@@H]2C)cc1	4	0.9	0	-8	0	0.6	2	100	-5	-3
COc1ccc(NC(=S)Nc2ccc3cn[nH]c3c2)cc1	0	0.0	2	-1	4	-1.1	1	99	-19	1
CCN(CC(=O)Nc1ccc2c(c1)OCCO2)C(=O)CC1CCCC1	-10	0.1	-6	7	0	-1.3	-2	96	6	-1
O=C(NCc1ccco1)C(=O)NCC1OCCN1S(=O)(=O)c1ccc(F)cc1 (configuration not stated)	16	0.3	2	-7	1	-1.3	-2	98	-17	1
CC(=O)N1CCCN(Cc2cn(-c3ccc(C)cc3)nc2-c2ccc(F)cc2)CC1	9	0.0	-5	-5	9	1.3	-2	101	5	-1
CC1(C)SC2c3ccccc3C(=O)N2[C@@H]1C(=O)NCCCN1CCOCC1 (some centres not stated)	5	0.0	-1	4	-2	-2.1	-2	105	3	-1
COCCNC(=O)C1(C)CCCN(Cc2ccc(OCc3ccccc3)cc2)C1 (configuration not stated)	-3	0.3	-3	/	-1	-2.2	-8	105	4	-3
Cc1ccc([N+](=O)[O-])c(OCc2ncc(Cl)n2C)c1	-7	-0.1	15	-12	-1	-0.6	-3	99	-6	2
N#Cc1ccc(OC(=O)Cc2ccsc2)cc1	13	-0.2	-9	-5	4	-1.4	-3	102	-7	0
CSc1nc(-c2ccccc2)nn1C(=O)c1ccc(Cl)cc1	8	-0.2	8	1	0	-1.4	-2	92	-4	2
CCOc1ccc(/C(O)=C2/C(=O)C(=O)N(CCOCCO)C2c2ccccc2)cc1 (configuration not stated)	7	0.0	-1	-11	-3	-1.5	-4	99	10	1
CC1(C)CC(=O)C2=C(C1)NC(=O)NC2c1ccccc1 (configuration not stated)	-12	-0.1	/	9	8	0.4	1	93	5	-3
CCOC(=O)[C@]12CCC=C1N(Cc1ccccc1)C(=O)[C@H](CC(=O)NCCCN1CCCC1=O)C2	/	-0.3	/	/	-3	/	-1	94	-7	/
O=C(NC1(C(F)(F)F)NC(=O)N(C2CCCCC2)C1=O)c1cccs1 (configuration not stated)	-3	-0.1	-1	4	-11	-1.2	1	98	8	1
COc1cccc(OC)c1C(=O)OCC(=O)NCC1CCCCC1	8	-0.2	-15	2	8	0.5	2	102	-7	-1
COc1ccccc1CN1C(=O)[C@@H]2Cc3c([nH]c4ccccc34)C(C)(C)N2C1=O	8	-0.3	8	-8	-7	1.3	-6	99	8	-1
Cc1ccc2c(c1)CCCN2C(=O)NC1CCCCC1	14	-0.4	-4	-2	2	-0.3	-2	100	-4	-3
Cc1ccnc(SCC(=O)N2CCCc3ccccc32)n1	7	-0.2	-10	-5	2	-2.8	2	94	2	0
O=C(NC1CCCCC1)C(c1cc2ccccc2o1)N1CCOCC1 (configuration not stated)	/	0.4	-3	/	4	/	1	91	1	5
Cc1ccc(C)c(S(=O)(=O)NCc2ccc(C(=O)N3CCN(c4ccccc4)CC3)cc2)c1	-1	0.7	24	-5	12	-0.3	-12	98	0	-2
Cc1onc(-c2c(Cl)cccc2Cl)c1C(=O)Nn1cnnc1	12	-0.4	/	10	-4	1.5	2	99	-6	1
COc1cc(-n2nc(C)c3c2OC(N)=C(C#N)C3c2ccccc2)c(Cl)c(Br)c1O (configuration not stated)	-1	0.0	16	-12	-40	-3.6	2	92	4	3
COc1ccc(Cl)cc1NC(=S)N1CCN(c2ccccn2)CC1	2	0.1	0	-6	-3	-2.3	1	105	0	6
CCCCCn1c(CN2CC(C)OC(C)C2)nc2c1c(=O)n(C)c(=O)n2C (configuration not stated)	10	-0.3	-8	-9	6	1.4	0	96	-11	1
CCn1c(SCC(=O)N/N=C/c2c[nH]c3ccccc23)nnc1-c1ccc(C)cc1	1	0.1	-11	3	4	0.6	8	94	5	-1
CC(C)Nc1c(N)c(=O)oc2ccccc12	-3	0.0	59*	0	1	-1.3	-16	104	4	1
O=C(O)CCCNC(=O)CCCNC(=O)C(c1ccccc1)c1ccccc1	-6	0.6	9	3	0	-0.9	-2	97	2	0
CC(=O)OC[C@@H]1CN(Cc2ccccc2)C[C@H](n2cnc3c(N4CCN(c5ccccc5)CC4)ncnc32)O1	7	1.1	/	/	0	0.3	3	92	-4	0
COc1ccccc1C(=O)NCCC(=O)N(C)CC(=O)Nc1c(Cl)cccc1Cl	2	0.0	0	7	-5	2.3	-2	97	3	1
CCCOC(=O)/C(=C\c1ccc([N+](=O)[O-])o1)NC(=O)c1ccccc1	11	1.4	5	-2	2	-2.6	-2	100	-4	19
O=C(COC(=O)C12CC3CC(CC(O)(C3)C1)C2)Nc1ccc(Cl)c(S(=O)(=O)N2CCOCC2)c1	4	-0.1	26	6	-2	-3.4	2	94	-1	2
COc1ccc(NC(=O)CSc2ccc3nnc(-c4ccccn4)n3n2)cc1	3	0.4	-2	-14	0	-1.6	19	94	-1	3
O=C(CN1C(=O)NC(CCc2ccccc2)C1=O)Nc1cccc(Br)c1 (configuration not stated)	7	-0.1	4	-3	4	-1.7	-4	98	-12	5
O=C(COc1cccnc1[N+](=O)[O-])Nc1cccc(S(=O)(=O)N2CCOCC2)c1	11	1.6	6	16	6	-2.8	1	100	7	4
CC(=O)c1ccc(S(=O)(=O)N2CCN(CC#N)CC2)cc1	2	0.0	4	11	0	-1.1	-4	97	3	0
CN(C(=O)c1ccccc1Cl)C1CCCCC1	-2	0.2	-15	3	-4	-2.0	2	96	9	5
O=S(=O)(Nc1ccccn1)c1ccc(Cl)c2ccccc12	7	0.0	2	-2	1	-0.7	-1	101	-14	3
CCOC(=O)C1=C(C)N=C2SC=C(C)N2C1c1ccc(OC)cc1 (configuration not stated)	2	-0.1	9	-6	-1	-1.9	2	102	11	20
O=C(C1CCN(c2ncnc3c2sc2cccc(F)c23)CC1)N1CCOCC1	1	0.3	1	9	0	-0.2	-3	101	-12	5
Cc1cccc(C)c1OCC(O)CN1CCN(c2ccccc2)CC1 (configuration not stated)	4	0.1	13	-6	3	0.6	-4	96	-6	1
Cn1c(N)c(-c2nc3cccnc3n2C)sc1=S	-5	-0.3	3	8	-1	-2.9	0	92	8	3
Cc1cccc(C2C3=C(CCCC3=O)N=C3c4ccccc4C(=O)C32)c1 (configuration not stated)	-2	-0.1	-6	4	4	-0.5	11	96	-11	8
CCN(CC(=O)Nc1c(F)cccc1F)C(=O)C1(c2ccccc2)CC1	5	-0.2	-2	-12	3	0.3	-2	106	-5	-3

With a hit mark in Vif inh, of those listed so far:
SMILES	MC4R antag cAMP	aDG glyco up	Vif inh	TLR9-MyD88 block	ABHD5-PLIN5 inh	MC4R barr agon	Granule exo inh	ABCB6 inh MLPCN	NOD2 RIPK2 PPI	Glyco luc inh
CC(C)Nc1c(N)c(=O)oc2ccccc12	-3	0.0	59*	0	1	-1.3	-16	104	4	1

Filtered by structure: those above containing bromine (two)
SMILES	MC4R antag cAMP	aDG glyco up	Vif inh	TLR9-MyD88 block	ABHD5-PLIN5 inh	MC4R barr agon	Granule exo inh	ABCB6 inh MLPCN	NOD2 RIPK2 PPI	Glyco luc inh
COc1cc(-n2nc(C)c3c2OC(N)=C(C#N)C3c2ccccc2)c(Cl)c(Br)c1O (configuration not stated)	-1	0.0	16	-12	-40	-3.6	2	92	4	3
O=C(CN1C(=O)NC(CCc2ccccc2)C1=O)Nc1cccc(Br)c1 (configuration not stated)	7	-0.1	4	-3	4	-1.7	-4	98	-12	5

Other compounds
SMILES	MC4R antag cAMP	aDG glyco up	Vif inh	TLR9-MyD88 block	ABHD5-PLIN5 inh	MC4R barr agon	Granule exo inh	ABCB6 inh MLPCN	NOD2 RIPK2 PPI	Glyco luc inh
C=C[C@H](Cc1ccccc1)N(Cc1ccccc1)S(=O)(=O)N(Cc1ccccc1)[C@H](C=C)Cc1ccccc1	0	2.5	1	-4	6	1.2	-2	100	-16	-7
COc1ccccc1NC(=O)CCSc1nc(C)cc(C)n1	-1	0.1	-2	14	-1	-1.5	7	99	0	2
COc1ccccc1N1CCN(C(=O)c2cc(-c3ccc(F)cc3)[nH]c2C)CC1	13	0.0	-5	6	4	-0.6	-7	88	8	7
COc1ccc([N+](=O)[O-])cc1NCC(=O)Nc1cc(S(=O)(=O)N2CCCCC2)ccc1C	5	0.8	-22	4	0	-2.1	2	96	-1	-4
CCOC(=O)NS(=O)(=O)c1ccc(CCNC(=O)c2cc(C)on2)cc1	16	0.0	11	-17	0	3.0	6	103	-29	3
Cc1ccc(O)c(CNc2cccc3cccnc23)c1	8	0.6	3	7	1	4.3	2	103	6	8
CC12CCC(C(=O)N3CCN(C(c4ccccc4)c4ccccc4)CC3)(OC1=O)C2(C)C (configuration not stated)	11	0.1	-25	-9	-5	-0.1	-4	94	-2	-5

Screens from PubChem.
